RSV antiviral HEp-2: RSV antiviral activity via CPE protection, HEp-2 cells, primary 10 µM value included (AID 2391); HEp-2 cells, RSV-induced CPE inhibition; higher % means a stronger effect; CPE inhibition, % at 10 µM, or IC50 in µM where a hit was titrated; 310,000 compounds, 0.13% hits; in the data active means a potency from the dose series; inconclusive means CPE inhibition mostly from about 23% at the one dose, without a potency; inactive means the rest, 99 in 100 with CPE inhibition below about 21%; further: strong numbers were not always called active
AID2073: inhibitors of Mint1-CaV2.2 protein interaction, biochemical, HTRF (AID 2073). Voltage-dependent N-type calcium channel subunit alpha-1B (Homo sapiens). HTRF protein-protein interaction, Mint1-CaV2.2; higher % means a stronger effect. inhibition, % at 20 µM; hits with a dose series show IC50 in µM. 290,000 compounds, 0.19% hits; in the data active means inhibition mostly above about 51%, no sharp cut-off; inconclusive means no clear call, values can overlap the other calls; inactive means mostly below about 53%; further: some results filed as inactive read as strong as hits
Dengue-2 NS5 capping: Dengue-2 NS5 methyltransferase inhibitors, primary screen, biochemical, confirmation dose response (AID 588689); Dengue-2 NS5 methyltransferase capping enzyme assay, biochemical; higher % means a stronger effect; inhibition, % at 25 µM; hits with a dose series show IC50 in µM; 340,000 compounds, 0.3% hits; in the data active means a potency from the dose series; inconclusive means inhibition above about 29% without an active follow-up result
MgcRacGAP inhibition: MgcRacGAP GTPase-activating activity inhibitors, confirmation, biochemical, ADP Hunter fluorescence; MgcRacGAP-stimulated Rac1 GTP hydrolysis, ADP Hunter fluorescence; higher % means a stronger effect; GST-tagged Rac1 F28L mutant substrate; AID 624330, 2012; 340,000 compounds, 0.6% hits; inhibition, % at 30 µM; hits with a dose series show IC50 in µM; Rac GTPase-activating protein 1 (Homo sapiens);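 active means first-screen hits whose inhibition reached a set limit at any dose in the follow-up dose series; inconclusive means inhibition above the set first-screen limit but never retested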;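 further: fluorescence reports GDP produced by GAP-driven GTP hydrolysis; strong numbers were not always called active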
HIV peptide binding: inhibitors of HIV fusion peptide binding, primary screen, biochemical, uHTS, fluorescence dequenching (AID 1986); inhibition, % at 20 µM, or IC50 in µM where a hit was titrated; 290,000 compounds, 0.3% hits; cell-free peptide binding, fluorescence dequenching, 30 min; higher % means a stronger effect; in the data active means inhibition mostly above about 52%, no sharp cut-off; inactive means mostly below about 76%; further: some results filed as inactive read as strong as hits
Siah-1 displacement: Siah-1 peptide-binding antagonists, primary screen, biochemical, fluorescence polarization, rhodamine-plectin, uHTS (AID 1817); displacement, % at 20 µM; hits with a dose series show IC50 in µM; 290,000 compounds, 0.02% hits; E3 ubiquitin-protein ligase SIAH1 (Homo sapiens); Siah-1 / rhodamine-plectin peptide fluorescence polarization; higher % means a stronger effect;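 active means displacement of at least 50% at 20 µM, with a fluorescence ratio check between 0.3 and a set limit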;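 further: plate controls were Siah plus tracer with DMSO for no effect and tracer alone without Siah for full effect; strong numbers were not always called active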
XIAP displacement: XIAP antagonists, biochemical, IAP family, fluorescence polarization (AID 1018). E3 ubiquitin-protein ligase XIAP (Homo sapiens). XIAP BIR domain, fluorescence polarization peptide displacement; higher % means a stronger effect. one-dose displacement, % at 20 µM; IC50 in µM for titrated hits. 200,000 compounds, 0.007% hits; in the data active means displacement above about 50%; further: a part of the inactive calls stands beside numbers as strong as those of hits
SV40 large T antigen: SV40 large T antigen inhibitors, biochemical (AID 1903). SV40 large T antigen ATPase/helicase inhibition assay; higher % means a stronger effect. one-dose inhibition, % at 20 µM; IC50 in µM for titrated hits. 310,000 compounds, 0.39% hits; in the data active means a potency from the dose series; inconclusive means inhibition mostly from about 32% at the one dose, without a potency; inactive means the rest, 99 in 100 with inhibition below about 32%; further: strong numbers were not always called active
LYP inhibition: inhibitors of LYP phosphatase, biochemical, fluorescence intensity, uHTS (AID 1779) | recombinant LYP phosphatase, fluorescence intensity; higher % means a stronger effect | inhibition, % at 11.5 µM; hits with a dose series show IC50 in µM | 290,000 compounds, 0.054% hits | Tyrosine-protein phosphatase non-receptor type 22 (Homo sapiens); in the data active means inhibition above about 50%;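 further: plate controls were vehicle with enzyme for no effect and no enzyme for full effect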
Dengue-2 NS5 capping pilot replicate: further read-out of Dengue-2 NS5 capping, marked with its call; inhibition, %; measured here: pilot screen replicate inhibition
Active calls of the source: *.

For C=CCn1c2ccccc2c2nnc(SC(CC)C(=O)Nc3nc(C)c(C(=O)OCC)s3)nc21 (stereo not drawn) the results were RSV antiviral HEp-2 2.5%, AID2073 21%, Dengue-2 NS5 capping 3%, MgcRacGAP inhibition 5%, HIV peptide binding 4.7%, Siah-1 displacement 1%, XIAP displacement -4.2%, SV40 large T antigen -2% and LYP inhibition 10%.
For Cc1c(-n2c(SCC(=O)N(C)C3CCS(=O)(=O)C3)nc3ccccc3c2=O)c(=O)n(-c2ccccc2)n1C (stereo not drawn) the results were RSV antiviral HEp-2 0.0%, AID2073 -5%, Dengue-2 NS5 capping -8%, MgcRacGAP inhibition 7%, HIV peptide binding -0.8%, Siah-1 displacement -11%, XIAP displacement -5.8%, SV40 large T antigen 2% and LYP inhibition -2%.
`O=C(COc1ccc(F)cc1)NNC(=O)c1cc2ccccc2oc1=O` gave RSV antiviral HEp-2 0.2%, AID2073 21%, Dengue-2 NS5 capping -4%, MgcRacGAP inhibition 8%, HIV peptide binding -0.1%, Siah-1 displacement -2%, XIAP displacement -1.5%, SV40 large T antigen 6% and LYP inhibition -2%.
Screening Cc1ccc2onc(CC(=O)O)c2c1 returned RSV antiviral HEp-2 1.2%, AID2073 2%, Dengue-2 NS5 capping -1%, MgcRacGAP inhibition 2%, HIV peptide binding 2.6%, Siah-1 displacement 2%, XIAP displacement -7.4%, SV40 large T antigen 23% and LYP inhibition -4%.
For COc1ccccc1-c1noc(-c2ccccc2C(=O)N2CCOCC2)n1 the results were RSV antiviral HEp-2 -0.1%, AID2073 2%, Dengue-2 NS5 capping -1%, MgcRacGAP inhibition 8%, HIV peptide binding -3.1%, Siah-1 displacement -4%, XIAP displacement -2.9%, SV40 large T antigen 23% and LYP inhibition -6%.
Screening COc1cccc(CN2CC(C(=O)NCCCc3ccncc3)CCC2=O)c1 (stereo not drawn) returned RSV antiviral HEp-2 1.3%, AID2073 6%, Dengue-2 NS5 capping -3%, MgcRacGAP inhibition 6%, HIV peptide binding 0.0%, Siah-1 displacement 2%, SV40 large T antigen 12% and LYP inhibition -3%.
`CC(C)(C)NC(=O)CN(C(=O)C(=O)Nc1ccc2c(c1)OCCO2)C(C)(C)C` gave RSV antiviral HEp-2 1.8%, AID2073 -3%, Dengue-2 NS5 capping -7%, MgcRacGAP inhibition 4%, HIV peptide binding -0.3%, Siah-1 displacement 3%, XIAP displacement -2.1%, SV40 large T antigen 2% and LYP inhibition -4%.
Cc1ccc(NS(=O)(=O)c2cc(C(=O)N(C)C)ccc2C)cc1C was read as AID2073 -14%, Dengue-2 NS5 capping -5%, MgcRacGAP inhibition 3%, HIV peptide binding -0.8%, Siah-1 displacement 2%, SV40 large T antigen 8% and LYP inhibition -5%.
Screening O=C(NCC1CCCO1)c1cc2cc(F)ccc2[nH]1 (stereo not drawn) returned RSV antiviral HEp-2 0.6%, AID2073 20%, Dengue-2 NS5 capping -3%, HIV peptide binding -0.6%, Siah-1 displacement -2%, SV40 large T antigen 5% and LYP inhibition -12%.
`FC(F)Oc1ccc(NC(=S)NCc2ccccc2)cc1Cl` gave RSV antiviral HEp-2 6.3%, AID2073 19%, Dengue-2 NS5 capping -3%, MgcRacGAP inhibition 12%, HIV peptide binding -3.3%, Siah-1 displacement -1%, XIAP displacement -1.0%, SV40 large T antigen 7% and LYP inhibition -6%.
`O=C(N/N=C/c1cccc([N+](=O)[O-])c1)c1cccc2cc[nH]c12` gave RSV antiviral HEp-2 -0.8%, AID2073 10%, Dengue-2 NS5 capping 1%, MgcRacGAP inhibition 6%, HIV peptide binding -0.6%, Siah-1 displacement 10%, XIAP displacement -5.3%, SV40 large T antigen 10% and LYP inhibition -12%.
`O=C1CSC(=S)N1/N=C/c1cc(Br)ccc1O` gave RSV antiviral HEp-2 -0.1%, AID2073 -14%, HIV peptide binding 34%, Siah-1 displacement -4%, SV40 large T antigen 20% and LYP inhibition -1%.
For O=C(Nc1cccc(-c2nc3cccnc3s2)c1)c1ccc(Cl)nc1 the results were RSV antiviral HEp-2 0.7%, AID2073 61%, Dengue-2 NS5 capping 8%, MgcRacGAP inhibition -3%, HIV peptide binding -2.7%, Siah-1 displacement 18%, SV40 large T antigen 12% and LYP inhibition -9%.
CC(=O)N1CCCN(Cc2cn(-c3cccc(C)c3)nc2-c2cccc(F)c2)CC1 was read as RSV antiviral HEp-2 1.7%, AID2073 -20%, Dengue-2 NS5 capping 2%, MgcRacGAP inhibition 4%, HIV peptide binding -1.7%, Siah-1 displacement 2%, SV40 large T antigen 18% and LYP inhibition -3%.
`CC(C)N1CCC(n2nccc2NC(=O)c2ccc3c(c2)OCO3)CC1` gave RSV antiviral HEp-2 0.6%, AID2073 3%, Dengue-2 NS5 capping -2%, MgcRacGAP inhibition 8%, HIV peptide binding 0.1%, Siah-1 displacement 9%, SV40 large T antigen 16% and LYP inhibition -7%.

Random excerpt: 3 records from the list, in no set order.
`O=C(N/N=C/c1cccc([N+](=O)[O-])c1)c1cccc2cc[nH]c12` gave RSV antiviral HEp-2 -0.8%, AID2073 10%, Dengue-2 NS5 capping 1%, MgcRacGAP inhibition 6%, HIV peptide binding -0.6%, Siah-1 displacement 10%, XIAP displacement -5.3%, SV40 large T antigen 10% and LYP inhibition -12%.
For Cc1c(-n2c(SCC(=O)N(C)C3CCS(=O)(=O)C3)nc3ccccc3c2=O)c(=O)n(-c2ccccc2)n1C (stereo not drawn) the results were RSV antiviral HEp-2 0.0%, AID2073 -5%, Dengue-2 NS5 capping -8%, MgcRacGAP inhibition 7%, HIV peptide binding -0.8%, Siah-1 displacement -11%, XIAP displacement -5.8%, SV40 large T antigen 2% and LYP inhibition -2%.
`FC(F)Oc1ccc(NC(=S)NCc2ccccc2)cc1Cl` gave RSV antiviral HEp-2 6.3%, AID2073 19%, Dengue-2 NS5 capping -3%, MgcRacGAP inhibition 12%, HIV peptide binding -3.3%, Siah-1 displacement -1%, XIAP displacement -1.0%, SV40 large T antigen 7% and LYP inhibition -6%.

New compounds follow.
Screening O=C(O)CCC1=C2c3ccccc3CCN2C(=O)CC1 returned RSV antiviral HEp-2 0.3%, AID2073 -7%, Dengue-2 NS5 capping 4%, MgcRacGAP inhibition -3%, HIV peptide binding 1.7%, Siah-1 displacement 3%, XIAP displacement -0.6%, SV40 large T antigen 2% and LYP inhibition 2%.
Cc1ccc(O)c(C(=O)CC(=O)c2cccc(F)c2)c1 was read as RSV antiviral HEp-2 0.5%, AID2073 26%, Dengue-2 NS5 capping -1%, MgcRacGAP inhibition 6%, HIV peptide binding 4.0%, Siah-1 displacement 4%, XIAP displacement -2.2%, SV40 large T antigen 1% and LYP inhibition -2%.
CNC(=O)CC1C(=O)N(c2ccc(Cl)cc2)C(=S)N1CCc1ccc(OC)c(OC)c1 (stereo not drawn) was read as RSV antiviral HEp-2 2.2%, AID2073 -16%, Dengue-2 NS5 capping -8%, MgcRacGAP inhibition 4%, HIV peptide binding 0.1%, Siah-1 displacement 4%, XIAP displacement -1.9%, SV40 large T antigen 10% and LYP inhibition -9%.
Cn1c(=O)n(CCc2ccccc2)c(=O)c2c1nc1n2CCCN1Cc1ccccc1 was read as RSV antiviral HEp-2 0.8%, AID2073 5%, Dengue-2 NS5 capping 2%, MgcRacGAP inhibition 5%, HIV peptide binding 13%, Siah-1 displacement -1%, XIAP displacement -7.3%, SV40 large T antigen -8% and LYP inhibition 7%.
Cc1ccc(C(=O)CS(C)(=O)=O)cc1 was read as RSV antiviral HEp-2 0.8%, AID2073 -3%, Dengue-2 NS5 capping -7%, MgcRacGAP inhibition 11%, HIV peptide binding -0.4%, Siah-1 displacement -2%, XIAP displacement -1.6%, SV40 large T antigen 3% and LYP inhibition 2%.
Screening Cc1ccc(NC(=O)CCn2ccc([N+](=O)[O-])n2)nc1 returned RSV antiviral HEp-2 0.4%, AID2073 4%, Dengue-2 NS5 capping -1%, MgcRacGAP inhibition 3%, HIV peptide binding 0.9%, Siah-1 displacement 24%, XIAP displacement -7.8%, SV40 large T antigen 5% and LYP inhibition -1%.
For Cc1c2c([n+]3n1CCC3)CC(C)(C)CC2=O the results were RSV antiviral HEp-2 -0.3%, AID2073 -6%, Dengue-2 NS5 capping -1%, MgcRacGAP inhibition 4%, HIV peptide binding 0.0%, Siah-1 displacement 3%, XIAP displacement -2.0%, SV40 large T antigen -8% and LYP inhibition -3%.
For O=C(c1cccs1)N(CC1CCCO1)c1nc(-c2ccccc2)cs1 (stereo not drawn) the results were RSV antiviral HEp-2 inconclusive, AID2073 19%, Dengue-2 NS5 capping 9%, MgcRacGAP inhibition -10%, HIV peptide binding 0.5%, Siah-1 displacement 0%, XIAP displacement -3.8%, SV40 large T antigen 15%, LYP inhibition -6% and Dengue-2 NS5 capping pilot replicate 1.8.
Screening CCC(C(=O)NCCC(C)C)N(Cc1ccccc1Cl)C(=O)c1snc(C(N)=O)c1N (stereo not drawn) returned RSV antiviral HEp-2 0.9%, AID2073 12%, Dengue-2 NS5 capping 7%, MgcRacGAP inhibition -1%, HIV peptide binding 0.3%, Siah-1 displacement -5%, SV40 large T antigen -5% and LYP inhibition -3%.
`CCOC(=O)N1CCN(C(=O)Cc2cccc3ccccc23)CC1` gave RSV antiviral HEp-2 0.2%, AID2073 0%, Dengue-2 NS5 capping 0%, MgcRacGAP inhibition 8%, HIV peptide binding 0.3%, Siah-1 displacement -2%, XIAP displacement -6.2%, SV40 large T antigen 29% and LYP inhibition -11%.
CC(C)S(=O)(=O)c1csc(C(=O)NNC(=O)Nc2ccccc2)c1Cl was read as RSV antiviral HEp-2 0.9%, AID2073 13%, Dengue-2 NS5 capping -15%, MgcRacGAP inhibition 5%, HIV peptide binding 0.0%, Siah-1 displacement 6%, SV40 large T antigen 36% and LYP inhibition -7%.
Screening CC(=O)Nc1ccc(NC(=O)Cn2c(=O)n(-c3ccc(C)cc3)c(=O)c3oc4ccccc4c32)cc1 returned RSV antiviral HEp-2 -0.7%, AID2073 22%, Dengue-2 NS5 capping 5%, MgcRacGAP inhibition 14%, HIV peptide binding 0.9%, Siah-1 displacement -3%, XIAP displacement -2.6%, SV40 large T antigen 10% and LYP inhibition -3%.
COc1ccc(CNc2oc(COc3ccc(Cl)cc3)nc2C#N)cc1 was read as RSV antiviral HEp-2 6.7%, AID2073 -4%, Dengue-2 NS5 capping -5%, MgcRacGAP inhibition 10%, HIV peptide binding -3.2%, Siah-1 displacement 5%, XIAP displacement -2.0%, SV40 large T antigen -8% and LYP inhibition -3%.
Screening O=C(O)c1cccc(Cn2cc(Br)cn2)c1 returned RSV antiviral HEp-2 2.3%, AID2073 1%, Dengue-2 NS5 capping -5%, MgcRacGAP inhibition 4%, HIV peptide binding 1.7%, Siah-1 displacement 1%, XIAP displacement -4.5%, SV40 large T antigen 5% and LYP inhibition -3%.

Screening results deposited in PubChem BioAssay by several laboratories.
